# Screens (PubChem BioAssay)
# SNCA viab count: reduces viability of HEK-293 SNCA reporter cells. HEK-293-SNCA-luc viability, GF-AFC fluorescence, 24 h. Potency, µM (series often up to 57.1 µM), for the others: at the top dose activity change, negative = cytotoxicity, actives largely listed as cytotoxic. 0.12% of 150,000 active. AID 1671193;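 also: potency is read from the fitted curve at half-maximal effect; 0% = DMSO-treated cells and -100% = medium-only wells without cells; nearly all actives have a fitted effect of over 30% in size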
#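 Cytotoxicity counterscreen: after 24 h compound treatment of genome-edited SNCA-luciferase HEK-293 cells, live-cell protease substrate GF-AFC read by fluorescence after 30 min; activity scaled between DMSO (0%) and medium-only (-100%), curves Hill-fitted.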
# SNCA expr inhib: inhibitors of alpha-synuclein (SNCA) gene expression | HEK-293 SNCA-luciferase knock-in, luminescence, 24 h | Potency, µM (doses to about 57.2 µM), without a hit: top-dose activity change, negative = inhibition, hits mostly inhibitors | 0.17% of 140,000 active | AID 1671194;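 also: potency is read from the fitted curve at half-maximal effect; plate controls were DMSO cells for no effect and cell-free wells for full effect; nearly all actives have a fitted effect of over 45% in size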
# 3T3 cytotox: cytotoxic compounds in NIH 3T3 cells | Potency, µM (titrated, usually from 96.7 µM), inactives show top-dose activity change, negative = cytotoxicity, usual class: inhibitors | NIH 3T3 viability, CellTiter-Glo ATP luminescence, 48-72 h | 4.3% of 94,000 active | AID 1345082; also: potency is read from the fitted curve at half-maximal effect; nearly all actives have a fitted effect of over 55% in size
#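 NIH 3T3 cells at 400 cells/well received 23 nL of compound by pintool and were incubated 48 or 72 h at 37 °C. Viability was read as ATP-coupled CellTiter-Glo luminescence.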
# GPT2 inh: inhibitors of human GPT2 alanine aminotransferase | Recombinant GPT2, coupled pyruvate oxidase/HRP Amplex Red fluorescence | Potency, µM (doses to about 57.7 µM), inactives show at the top dose activity change, negative = inhibition, usual class: inhibitors | 0.25% of 100,000 active; also: potency is read from the fitted curve at half-maximal effect; nearly all actives have a fitted effect of over 60% in size; many of its hits are not listed in these tables
#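 GPT2 10ng/uL, a-KG 250uM, L-Ala 2mM, HEPES pH7.5 + 0.0001% Tween; 30 min RT. Then Amplex mix (PO/HRP/ThPP), 30 min RT dark, fluorescence. AOA 50uM used as positive control.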
# FLuc inh: Photinus pyralis luciferase inhibition; purified P. pyralis luciferase, luminescence, biochemical; Potency, µM (doses to about 115 µM), without a hit: at the top dose activity change, negative = inhibition, most hits filed as inhibitors; 2.5% of 76,000 active; AID 1347043; also: potency is read from the fitted curve at half-maximal effect; nearly all actives have a fitted effect of over 65% in size
# Target sequence (P08659 whole entry, looked up): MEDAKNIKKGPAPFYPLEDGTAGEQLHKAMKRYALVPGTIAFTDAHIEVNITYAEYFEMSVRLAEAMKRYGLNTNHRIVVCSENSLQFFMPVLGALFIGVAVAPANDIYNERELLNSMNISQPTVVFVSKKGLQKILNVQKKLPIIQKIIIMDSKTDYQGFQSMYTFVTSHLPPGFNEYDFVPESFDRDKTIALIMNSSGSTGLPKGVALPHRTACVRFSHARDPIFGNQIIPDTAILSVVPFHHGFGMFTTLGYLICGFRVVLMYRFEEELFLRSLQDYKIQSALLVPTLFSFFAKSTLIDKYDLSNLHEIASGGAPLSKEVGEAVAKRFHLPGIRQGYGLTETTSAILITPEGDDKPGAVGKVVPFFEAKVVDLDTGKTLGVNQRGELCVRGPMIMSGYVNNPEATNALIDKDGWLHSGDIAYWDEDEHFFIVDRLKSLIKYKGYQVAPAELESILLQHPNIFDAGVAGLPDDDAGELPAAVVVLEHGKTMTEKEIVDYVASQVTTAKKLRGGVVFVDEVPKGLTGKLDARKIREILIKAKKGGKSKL
#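 Biochemical qHTS: compound (6-point titration) added to 10uM D-luciferin plus 10uM ATP in Tris acetate pH 7.5 buffer with Mg, Tween-20 and BSA, then purified enzyme at 10nM; light output imaged.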
# HEK293 tox: cytotoxic compounds in HEK 293 cells | HEK 293 viability, ATP luminescence (CellTiter-Glo), 48-72 h | Potency, µM (series often up to 115 µM), for inactives: top-dose activity change, negative = cytotoxicity, actives largely listed as inhibitors | 6.6% of 94,000 active | AID 1345083; also: potency is read from the fitted curve at half-maximal effect; nearly all actives have a fitted effect of over 60% in size
#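 CellTiter-Glo luminescence (cellular ATP) was read after 48 or 72 hr of compound exposure at 37 degree Celsius. Cells were HEK 293 plated at 250 cells/well.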
# IP6K1 inhibitor: IP6K1 kinase inhibition | IP6K1 kinase, ADP-Glo luminescence, 2 h; hits give low values | activity change, % (series mostly up to about 58 µM) | 0.81% of 140,000 active; in the data active = activity change below about -25%
# Target sequence (Q92551 whole entry, looked up): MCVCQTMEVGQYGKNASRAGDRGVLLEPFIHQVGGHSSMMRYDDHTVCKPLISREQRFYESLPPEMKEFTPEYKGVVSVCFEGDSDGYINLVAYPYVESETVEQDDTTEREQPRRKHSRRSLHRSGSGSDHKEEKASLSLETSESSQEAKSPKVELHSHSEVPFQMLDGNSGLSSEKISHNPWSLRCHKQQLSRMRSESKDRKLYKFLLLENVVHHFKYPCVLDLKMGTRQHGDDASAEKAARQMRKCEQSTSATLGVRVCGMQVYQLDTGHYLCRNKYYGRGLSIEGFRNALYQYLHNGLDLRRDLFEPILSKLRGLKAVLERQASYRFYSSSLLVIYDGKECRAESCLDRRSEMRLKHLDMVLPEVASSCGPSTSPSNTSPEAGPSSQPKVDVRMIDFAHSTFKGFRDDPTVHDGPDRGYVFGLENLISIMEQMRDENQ
#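 ADP-Glo luminescence measures ADP made by human IP6K1 during a 2 h RT reaction with ATP/IP6 (mix at 1.3 mM/130 uM); top library doses 57.5 and 19.1 uM final.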
# * = called active by the depositor; i = inactive; ? = inconclusive; . = no result given; [ ] = another dose, or the depositor's remark. Unless noted, calls follow the shape of the dose curve; as a rule, active = well fitted curve in the direction sought with a large enough effect; inconclusive = small, poorly fitted or top-dose-only effect, or another doubt; inactive = no such curve, though single readings can be large; an effect the other way counts as inactive or inconclusive. Unless noted, % is scaled to controls: 0 for no effect and ±100 for the full control effect.
SMILES,SNCA viab count,SNCA expr inhib,3T3 cytotox,GPT2 inh,FLuc inh,HEK293 tox,IP6K1 inhibitor
COc1ccccc1OCc1nnc(C(=O)N2CCC[C@@H]2C(c2ccccc2)c2ccccc2)n1-c1ccccc1,?,?,-28%,-2%,-4%,?,-4
CCOC(=O)[C@H]1C[C@]2(CCCCN(C)C2=O)N(C(=O)Cc2ccc(F)cc2)[C@H]1c1ccco1,.,.,?,.,.,-14%,-6
COc1ccc(CCNC(=O)C(=O)NCC(c2ccc3c(c2)OCO3)N2CCOCC2)cc1OC (stereo not drawn),-7%,16%,.,.,.,.,-3
COc1ccc(-c2cc(N3CCCC(NC(=O)c4cccc(OC)c4OC)C3)n[nH]2)cc1 (stereo not drawn),-12%,35%[activator],?,?,?,?,17
COc1cc(NC(=S)N[C@H]2CO[C@H]3[C@@H]2OC[C@H]3OC(=O)Nc2ccccc2)cc(OC)c1,-1%,-16%,-18%,-1%,-15%,-12%,6
COc1ccc(F)cc1-c1ccc(CN2CCCCC2C(=O)NCc2ccc(Cl)cc2)cc1 (stereo not drawn),.,.,?,.,.,14µM*,3
O=C(c1cccc(Cl)c1)N1CCCC(C(=O)N2CCC(N3CCOCC3=O)CC2)C1 (stereo not drawn),?,10%,-27%,-13%,.,-6%,6
Cc1nc(C)c(C(=O)N2CCCN(S(C)(=O)=O)C(c3ccccc3)CC(=O)NCC2)s1 (stereo not drawn),1%,18%,-19%,i,-1%,-2%,-8
COc1ccccc1CN1CC[C@@H]2CN(S(C)(=O)=O)[C@@H]2C1,-2%[12.5 µM],4%,-5%,4%,5%,-7%,10
O=C(NCC1Cn2cccc2C(=O)N1Cc1ccccc1)c1ccc2ncccc2c1 (stereo not drawn),?,18%,-14%,i,-12%,?,-12
CCCCSCCCNC(=O)CN1C(=O)COc2ccc(S(=O)(=O)N3CCC(C)CC3)cc21,9%,5%,.,.,.,.,16
O=C1NCCCCCCN(C(=O)Nc2ccccc2F)[C@H]2C[C@H](c3nc(-c4cccnc4)no3)C[C@@H]12,-17%,-1%,-13%,i,7%,i,-1
COCC(=O)N1CC[C@@H](CC(=O)O)[C@@H](CC2=NCCc3cc(OC)ccc32)C1,2%[87.6 µM],12%[87.6 µM],-11%[174 µM],-1%[88.5 µM],-13%[172 µM],-2%[172 µM],8
Cn1cnc(S(=O)(=O)N2CCCC(Cc3noc(-c4ccccc4)n3)C2)c1 (stereo not drawn),-2%,-6%,?,?,35µM*,?,7
Cc1cccc(-c2ocnc2C(=O)N2CCN3CCS(=O)(=O)N(C4CC4)C(=O)C3C2)c1 (stereo not drawn),-6%,-11%,-11%,i,-5%,-29%,14
CN1CCN(C(=O)CCC[C@@H]2[C@H]3CCCN4CCC[C@@H](CN2C(=O)c2cccnc2)[C@@H]34)CC1,-1%,6%,2%,-17%,10%,10%,0
O=C(c1ccc(F)cc1)N1CCC2(CC1)C(=O)NCN2Cc1ccc(Cl)cc1,-6%,-13%,?,-3%,8%,?,-5
O=C(Cc1ccc(F)cc1)N1CCC2(CC1)CC(=O)N(c1ccccc1)c1ccccc1O2,?,?,40µM*,i,1%,40µM*,-9
O=C(NCCc1cnc[nH]1)c1cn(CCC2CCCCN2)nn1 (stereo not drawn),0%,-9%,i,-5%,4%,1%,5
CCOC(=O)c1c(NC(=O)COc2cc(C)ccc2C(C)C)sc2c1CCCC2,-3%,-8%,.,.,.,.,7
Cc1ccc(C(O)Cn2ccn3nc(-c4ccc(F)cc4)cc3c2=O)cc1 (stereo not drawn),5%,-10%,i,-1%,10%,9%,2
CC(C)c1nc(-c2ccc(OC3CCN(C(=O)Cc4ccccc4F)C3)cc2)no1 (stereo not drawn),2%,-1%,?,1%,.,35µM*,29
O=C(NC1CCCN(c2cc(-c3ccccc3)[nH]n2)C1)c1cnccn1 (stereo not drawn),-4%,20%,-2%,i,?,-18%,34
CCOc1ccccc1-n1c(N)c(C(=O)OC)c2nc3ccccc3nc21,25%,2%,.,.,.,.,-1
COc1cc(Cl)c(C)cc1NC(=O)Cn1cccc1-c1nc(-c2ccc(F)cc2)no1,?,?,i,i,2%,-15%,16
Cc1nc(CC(=O)Nc2ccc(C(N)=O)cc2)cs1,-1%,3%,.,.,.,.,18
Cc1cccc(CN(C(=O)c2ccco2)c2ccc(CC(=O)NC(C)C)cc2)c1,-2%,0%,-23%,i,-2%,?,-1
Cc1ccccc1CN1c2ccccc2S(=O)(=O)c2ccccc21,-6%,53%,.,.,.,.,7
Fc1ccc(Nc2nc(-c3ccccc3F)no2)cc1,-1%,157%[activator],?,i,2.8µM*,40µM*,1
CCCCNC(=O)CCCn1c(=O)c2ccccc2n(Cc2ccc(Cl)cc2)c1=O,-23%,0%,.,.,.,.,-10
CC/C(=C(\c1ccccc1)c1ccc(OCCN(C)C)cc1)c1ccccc1,-19%,?,.,-18%,.,.,-15
COC[C@@H]1CN(c2ncccn2)C[C@H]1C(=O)N(C)Cc1cn(C)nc1C,-3%,-4%,-18%,?,-13%,-14%,7
O=C(c1ccccn1)N1CC(Oc2ccc(F)c(F)c2)C1,9%[87.6 µM],41%[87.6 µM],-29%[138 µM],5%[88.5 µM],.,-29%[172 µM],1
CCOC(=O)c1c(NC(=O)C(C)Sc2cn(CCNC(=O)c3ccc(OCC)cc3)c3ccccc23)sc2c1CCC2 (stereo not drawn),11%,96%[activator],.,.,.,.,4
Cc1nc(CNC(=O)c2csc(-c3ccc(C(F)(F)F)cc3)n2)no1,2%,-16%,?,-27%[11.5 µM],-2%,-29%,25
CN(C)CCNC(=O)Cn1nc(N2CCN(c3ccccc3)CC2)ccc1=O,-6%,-8%,.,.,.,.,2
CC(=O)c1ccc(NC(=O)CCn2nc(C)c(S(=O)(=O)N3CCC(C)CC3)c2C)cc1,2%,8%,.,.,.,.,11
Cc1nn(C)c(C)c1CCN(C)C(=O)C1CCCCC(=O)N1 (stereo not drawn),9%,18%,i,-7%,15%,0%,42
COc1ccc(S(=O)(=O)N2CCC(OCc3noc(C4CCCO4)n3)CC2)cc1 (stereo not drawn),-8%,9%,-24%,3%,.,-12%,4
COc1cc(OC)cc(-n2c(=O)c3ccccc3n(Cc3ccccc3C#N)c2=O)c1,-19%,7%,.,.,.,.,-28*
COc1ccc(-c2ccc3c(c2)C(=O)N2CC[C@H](NC(=O)C4CCCC4)[C@H]2C(=O)N3)c(OC)c1,-1%,-16%,-7%,-2%,13%,i,5
CC(=O)Nc1ccc(-c2ccc(=O)n3c2[C@@H]2C[C@@H](CN(C(=O)c4ccc(F)cc4)C2)C3)cc1,2%,9%,3%,-1%,4%,0%,4
Nc1ncccc1CN1CCC2(CC1)COCCN2C(=O)OCc1ccccc1,-5%[87.6 µM],-16%[87.6 µM],?,i,5%[172 µM],?,2
Cc1noc(C)c1Cn1cc2c3c(cccc31)[C@H](CC(C)C)N[C@H](C(=O)NCc1ccco1)C2,-15%,?,20µM*,-12%,3%,?,-11
CCC(=O)NC1CCN(c2cnn(CC)c(=O)c2)CC1,-12%,30%[activator],-2%,i,5%,i,23
O=C(O)C(Cc1ccco1)n1cc(-c2nccs2)nn1 (stereo not drawn),9%,2%,2%,-2%,2%,0%,7
Cc1ccc(C)c(NC(=O)Cn2cc(C(=O)c3cccs3)c3ccccc32)c1,-13%,?,.,.,.,.,-8
CCOC(=O)C1=C(CN2CCN(c3ccc(OC)cc3)CC2)NC(=O)NC1c1ccc(OC)cc1 (stereo not drawn),-21%,-21%,.,.,.,.,-25
CC(C)Cc1ccc(S(=O)(=O)NCc2nc3cccnc3n2Cc2ccccc2)cc1,16%,1%,.,.,.,.,3
CN(Cc1ccc(F)cc1)Cc1cnc(S(C)(=O)=O)n1CCCc1ccccc1,-18%,?,?,-23%,1%,20µM*,19
CN1CCN(C(=O)c2ccc3nnc(C(C)(C)C)n3c2)CC1,-1%[87.6 µM],10%[87.6 µM],5%[138 µM],-2%[88.5 µM],.,0%[172 µM],2
CCOc1cc(-c2nnc(SCC(=O)NCCCOC)nc2-c2ccc(OC)c(OCC)c2)ccc1OC,-11%,39%[activator],.,.,.,.,-15

# Entries of single compounds, quoted from the list. Screens in order: SNCA viab count	SNCA expr inhib	3T3 cytotox	GPT2 inh	FLuc inh	HEK293 tox	IP6K1 inhibitor
# Results for Cc1noc(C)c1Cn1cc2c3c(cccc31)[C@H](CC(C)C)N[C@H](C(=O)NCc1ccco1)C2 → -15%	?	20µM*	-12%	3%	?	-11
# Results for CC(C)Cc1ccc(S(=O)(=O)NCc2nc3cccnc3n2Cc2ccccc2)cc1 → 16%	1%	.	.	.	.	3

# Shown with values under each structure: 11 of the compounds above
# Results follow in this order: SNCA viab count	SNCA expr inhib	3T3 cytotox	GPT2 inh	FLuc inh	HEK293 tox	IP6K1 inhibitor
COc1ccc(S(=O)(=O)N2CCC(OCc3noc(C4CCCO4)n3)CC2)cc1 (stereo not drawn)
 : -8%	9%	-24%	3%	.	-12%	4
COc1cc(OC)cc(-n2c(=O)c3ccccc3n(Cc3ccccc3C#N)c2=O)c1
 : -19%	7%	.	.	.	.	-28*
COc1ccc(-c2ccc3c(c2)C(=O)N2CC[C@H](NC(=O)C4CCCC4)[C@H]2C(=O)N3)c(OC)c1
 : -1%	-16%	-7%	-2%	13%	i	5
CC(=O)Nc1ccc(-c2ccc(=O)n3c2[C@@H]2C[C@@H](CN(C(=O)c4ccc(F)cc4)C2)C3)cc1
 : 2%	9%	3%	-1%	4%	0%	4
Nc1ncccc1CN1CCC2(CC1)COCCN2C(=O)OCc1ccccc1
 : -5%[87.6 µM]	-16%[87.6 µM]	?	i	5%[172 µM]	?	2
Cc1noc(C)c1Cn1cc2c3c(cccc31)[C@H](CC(C)C)N[C@H](C(=O)NCc1ccco1)C2
 : -15%	?	20µM*	-12%	3%	?	-11
CCC(=O)NC1CCN(c2cnn(CC)c(=O)c2)CC1
 : -12%	30%[activator]	-2%	i	5%	i	23
O=C(O)C(Cc1ccco1)n1cc(-c2nccs2)nn1 (stereo not drawn)
 : 9%	2%	2%	-2%	2%	0%	7
Cc1ccc(C)c(NC(=O)Cn2cc(C(=O)c3cccs3)c3ccccc32)c1
 : -13%	?	.	.	.	.	-8
CCOC(=O)C1=C(CN2CCN(c3ccc(OC)cc3)CC2)NC(=O)NC1c1ccc(OC)cc1 (stereo not drawn)
 : -21%	-21%	.	.	.	.	-25
CC(C)Cc1ccc(S(=O)(=O)NCc2nc3cccnc3n2Cc2ccccc2)cc1
 : 16%	1%	.	.	.	.	3

# Only part of the results is shown (hit frequency here may not be typical).
